# HP1b chromo inh – blocks HP1-beta chromodomain binding to methylated histone tails. Potency, µM (series often up to 114 µM), without a hit: top-dose activity change, negative = inhibition, actives largely listed as inhibitors. AlphaScreen HP1-beta / biotin-H3K9me3 peptide binding. P83916. 0.56% of 390,000 active; note: potency is the fitted concentration of half-maximal effect; nearly all actives have a fitted effect of over 70% in size; inactives centre near 23
# Target sequence (P83916 whole entry, looked up): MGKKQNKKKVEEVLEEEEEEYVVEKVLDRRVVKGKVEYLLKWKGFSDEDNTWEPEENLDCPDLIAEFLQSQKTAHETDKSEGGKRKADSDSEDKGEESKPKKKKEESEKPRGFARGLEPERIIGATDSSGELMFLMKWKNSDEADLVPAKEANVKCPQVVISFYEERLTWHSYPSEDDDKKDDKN
#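 Compound inhibition of the preformed complex between 50 nM HP1-beta and 50 nM biotinylated H3K9me3 peptide was read by AlphaScreen. Buffer was PBS pH 7.4 with 0.01% Tween-20. Incubations ran 30 min at room temperature, with 10 ug/mL donor/acceptor beads.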
# TrxR1 substrate – is turned over as a substrate by rat TrxR1; O89049; purified TrxR1 substrate turnover, NADPH consumption readout; Potency, µM (top dose mostly 114 µM), without a hit: at the highest dose activity change, negative = substrate turnover; 0.01% of 390,000 active; AID 588456; note: potency is the fitted concentration of half-maximal effect; % is set by controls: 0 for no effect and ±100 for the full control effect; nearly all actives have a fitted effect of over 50% in size
#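 Rat TrxR1, dispensed at 90 nM, was prereduced with 400 uM NADPH (final) for 5 min at ~22 deg C, then incubated with compound 15 min before 400 uM selenite. A first-read NADPH fluorescence drop versus no-compound background flagged substrates.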
# PGK inhibitor – T. brucei PGK inhibition; P07378; PGK/GAPDH coupled, Kinase-Glo luminescence, 60 min; Potency, µM (highest dose often 57.5 µM), without a hit: top-dose activity change, negative = inhibition, hits mostly inhibitors; 0.043% of 380,000 active; AID 602233; note: potency is the fitted concentration of half-maximal effect; % is set by controls: 0 for no effect and ±100 for the full control effect; nearly all actives have a fitted effect of over 60% in size
# Target sequence (P07378 whole entry, looked up): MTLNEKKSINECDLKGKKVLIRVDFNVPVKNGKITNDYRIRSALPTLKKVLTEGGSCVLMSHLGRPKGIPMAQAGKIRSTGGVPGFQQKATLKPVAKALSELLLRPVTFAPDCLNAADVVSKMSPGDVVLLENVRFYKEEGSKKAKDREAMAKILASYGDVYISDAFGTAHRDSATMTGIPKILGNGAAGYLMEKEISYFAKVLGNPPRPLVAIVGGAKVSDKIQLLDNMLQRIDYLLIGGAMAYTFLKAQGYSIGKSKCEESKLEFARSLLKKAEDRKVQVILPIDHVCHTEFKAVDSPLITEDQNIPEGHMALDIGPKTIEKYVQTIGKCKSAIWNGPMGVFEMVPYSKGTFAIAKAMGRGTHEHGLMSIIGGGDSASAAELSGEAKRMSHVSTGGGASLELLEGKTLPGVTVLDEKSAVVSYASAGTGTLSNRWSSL
#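 Luminescent ATP detection (Kinase-Glo Plus) follows a 60-minute room-temperature incubation, with wells lacking PGK as controls. Buffer: 100 mM TEA (pH 7.6), 5 mM MgCl2, 0.01% Tween-20. Coupling enzyme GAPDH (100 nM final) supplies unstable 1,3-BPG in-well.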
# GLS inhibitor – blocks human kidney-isoform glutaminase activity | O94925 | GLS enzymatic activity, qHTS titration | Potency, µM (titrated, usually from 45.5 µM), for the others: at the top dose activity change, negative = inhibition, hits mostly inhibitors | 0.21% of 410,000 active; note: potency is the fitted concentration of half-maximal effect; % is set by controls: 0 for no effect and ±100 for the full control effect
#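 Two-point fluorescence kinetic (t0, 30 min RT) for hKGA; glutamate detected via glutamate oxidase–HRP–Amplex Red. Substrate: 1 mM L-glutamine solution; buffer 45 mM KH2PO4, pH 8.2.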
# Pin1 inh – human Pin1 inhibition; Q13526; Pin1 FP peptide displacement, HiFluor488, 10 min; Potency, µM (highest dose often 115 µM), for inactives: at the highest dose activity, negative = inhibition, usual class: inhibitors; 0.009% of 390,000 active; AID 504891; active = well fitted inhibition curve with a large enough effect in the polarisation, with a control signal flat, not every such curve was filed as active; inconclusive = small, poorly fitted or top-dose-only effect, or effect the other way, or a change in a side signal; inactive = no such curve, though single readings can be large or run the other way; the % refers to the polarisation; note: potency is the fitted concentration of half-maximal effect; % is set by controls: 0 for no effect and ±100 for the full control effect
# rTrxR1 inhibitor – rat TrxR1 inhibition | O89049 | recombinant rTrxR1, NADPH fluorescence consumption, selenite substrate | Potency, µM (doses to about 114 µM), inactives show at the top dose activity change, negative = inhibition, usual class: inhibitors | 1% of 390,000 active | AID 588453; note: potency is the fitted concentration of half-maximal effect; % is set by controls: 0 for no effect and ±100 for the full control effect; nearly all actives have a fitted effect of over 65% in size
#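 Rat TrxR1 (90 nM in the dispensed reagent) was pre-reduced with 400 uM NADPH for 5 min at room temperature, then incubated with compound for 15 min. After 400 uM selenite was added, NADPH fluorescence (Ex 340/Em 450 nm) was followed for 8 min.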
# mIDH1 inhibitor – blocks human mutant IDH1 R132H enzyme. O75874. IDH1-R132H enzyme, NADPH consumption, diaphorase/resazurin fluorescence. Potency, µM (top dose mostly 76.6 µM), for the others: at the top dose activity change, negative = inhibition, hits mostly inhibitors. 0.093% of 390,000 active; note: potency is the fitted concentration of half-maximal effect; % is set by controls: 0 for no effect and ±100 for the full control effect; nearly all actives have a fitted effect of over 65% in size
# Target sequence (O75874 whole entry R132H, stated change not applied): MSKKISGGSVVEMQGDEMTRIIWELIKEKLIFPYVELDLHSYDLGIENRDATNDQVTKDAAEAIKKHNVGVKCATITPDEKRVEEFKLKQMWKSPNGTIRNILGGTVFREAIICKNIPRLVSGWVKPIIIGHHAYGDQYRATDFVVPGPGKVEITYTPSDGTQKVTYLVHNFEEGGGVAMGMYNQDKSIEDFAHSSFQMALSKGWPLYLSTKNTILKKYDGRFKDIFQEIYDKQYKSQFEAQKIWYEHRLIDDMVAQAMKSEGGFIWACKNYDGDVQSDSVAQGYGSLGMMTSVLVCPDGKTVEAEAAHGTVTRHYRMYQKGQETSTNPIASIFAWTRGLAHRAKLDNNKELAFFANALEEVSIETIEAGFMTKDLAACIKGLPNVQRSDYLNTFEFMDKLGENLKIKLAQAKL
#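 IDH1-R132H (0.5 ug/mL dispensed) in pH 7.5 Tris buffer was preincubated 30 min with compound, then given a substrate mix of 0.016 mM NADPH and 2 mM alpha-KG for 80 min at room temperature; remaining NADPH was read by diaphorase/resazurin fluorescence.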
# PI4K2A inh – PI4K2A (human) kinase inhibition. activity change, negative = inhibition, % at 76.9 µM. purified PI4K2A, ADP-Glo luminescence, 1 h; active compounds read low. 0.13% of 420,000 active; in the data active = activity change below about -50%; inconclusive = mostly about -30% to -49%;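 note: -100% = wells without enzyme as full effect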
#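 ADP-Glo luminescence measured ADP generated by PI4K2A enzyme (4 ug/mL before mixing) with 1.2 mM PI substrate (pre-mix) and 300 microM ATP (pre-mix). Tris pH7.5 buffer with MgCl2, Triton X-100; 1 h reaction at ambient temperature.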
# USP1-UAF1 inh – USP1/UAF1 (human) deubiquitinase inhibition; 0.23% of 390,000 active; Potency, µM (doses to about 57.1 µM), for the others: at the highest dose activity change, negative = inhibition, hits mostly inhibitors; O94782; recombinant USP1/UAF1, Ub-Rhodamine cleavage fluorescence; AID 743255; note: potency is the fitted concentration of half-maximal effect; % is set by controls: 0 for no effect and ±100 for the full control effect; nearly all actives have a fitted effect of over 60% in size; inactives centre near -12
#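 High-throughput fluorogenic screen: 1nM USP1/UAF1 complex, Ub-Rho substrate 150nM final, 50mM HEPES pH 7.8 with 0.5mM EDTA, 0.1 mg/ml BSA, 1mM TCEP and 0.01% Tween-20.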
# The depositor's hits bear a star; i = inactive; ? = inconclusive; . = not tested or not shown; [ ] = dose if it differs, or a comment. Unless noted, calls come from the whole dose curve; as a rule, active = well fitted curve in the direction sought with a large enough effect; inconclusive = small, poorly fitted or top-dose-only effect, or another doubt; inactive = no such curve, though single readings can be large; an effect the other way counts as inactive or inconclusive.
HP1b chromo inh,TrxR1 substrate,PGK inhibitor,GLS inhibitor,Pin1 inh,rTrxR1 inhibitor,mIDH1 inhibitor,PI4K2A inh,USP1-UAF1 inh,Molecule
33%[activator],8%,i,3%,32%[activator],7%,3%,-5,-1%,COc1ccc(C2c3c(oc4ccccc4c3=O)C(=O)N2c2nc(C)c(C)s2)cc1 (configuration not stated)
63%[activator][57 µM],28%[57.1 µM],i,1%,13%,3%[57.1 µM],1%,0,-27%,Cc1cccc(-c2nnc(-c3ccc4ccccc4c3)o2)c1
20%,1%,-6%,-3%,1%,5%,6%,0,-11%,CCCCn1nnnc1NCc1ccc(C)cc1
12%,-14%,i,3%,4%,-13%,1%,-5,3%,Cc1ccc(-c2nnc(Nc3ccc4c(c3)OCO4)c3ccccc23)cc1S(=O)(=O)NCCO
27%,-1%,.,0%,-9%,12%,-9%,1,-12%,COc1ccc2c(c1OC)C(=O)N1N=C(c3ccc(F)cc3)CC21 (configuration not stated)
25µM*,-8%,-6%,-1%,-19%,-8%,1%,-8,5%,CC(C)(C)N=C1C([N+](=O)[O-])=CC=C2C1=NC1(CCCCC1)N2O
-9%,-3%,i,-2%,-5%,11%,0%,1,-5%,CCCCN(CC)CCNC(=O)CCn1cnc2onc(-c3ccc(F)cc3)c2c1=O
23%,-10%,-5%,22%,-1%,6%,-10%,2,-1%,COc1ccccc1NS(=O)(=O)c1ccc(C(=O)N2CCCCCCC2)cc1
17%,2%[57.1 µM],i,2%,-4%,8%[57.1 µM],3%,4,-3%,CC(=O)Nc1ccc(S(=O)(=O)NC(CC(=O)NCCCN2CCOCC2)C(C)C)cc1 (configuration not stated)
7%,2%,-5%,0%,2%,14%,-1%,-7,1%,CCOC(=O)c1cnc(SCC(=O)Nc2ccc(N3CCOCC3)c(Cl)c2)nc1N
28%,0%,7%,-11%,-2%,5%,0%,6,-8%,CC1(C)CC(=O)C=C(NC2CCCCCCC2)C1
-5%,-6%[57.1 µM],-3%,-2%,2%,-5%[57.1 µM],-10%,1,-3%,CCCOc1ccccc1NC(=O)c1ccc([N+](=O)[O-])cc1

# Filtered by structure, the compounds so far with fluorine
HP1b chromo inh,TrxR1 substrate,PGK inhibitor,GLS inhibitor,Pin1 inh,rTrxR1 inhibitor,mIDH1 inhibitor,PI4K2A inh,USP1-UAF1 inh,Molecule
27%,-1%,.,0%,-9%,12%,-9%,1,-12%,COc1ccc2c(c1OC)C(=O)N1N=C(c3ccc(F)cc3)CC21 (configuration not stated)
-9%,-3%,i,-2%,-5%,11%,0%,1,-5%,CCCCN(CC)CCNC(=O)CCn1cnc2onc(-c3ccc(F)cc3)c2c1=O

# (next part)
HP1b chromo inh,TrxR1 substrate,PGK inhibitor,GLS inhibitor,Pin1 inh,rTrxR1 inhibitor,mIDH1 inhibitor,PI4K2A inh,USP1-UAF1 inh,Molecule
29%,-6%,10%,8%,-8%,3%,2%,1,-5%,Cc1cccc(CC(=O)NCCS(=O)(=O)N2CCN(c3cccc(Cl)c3)CC2)c1
?,-10%,-9%,39%[activator],?,6%,7%,3,-21%,C/C(=N\Nc1ccc(Cl)c(C(=O)O)c1)c1ccc(Br)s1
28%,643%[activator],-13%,3%,1%,138%[activator],9%,-3,-10%,CNc1oc(/C=C/c2ccccc2)nc1C#N
20%,-5%,i,-2%,-3%,-8%,1%,-4,-6%,O=C(COC(=O)CCC(=O)c1cccs1)Nc1ncc(Cl)cc1Cl
23%,-10%,i,-6%,1%,10%[57.1 µM],5%,1,-6%,COC(=O)C1(C(O)C(=O)c2ccc(C)cc2C)CCCCC1 (configuration not stated)
14%,4%,-3%,0%,-5%,18%,-8%,1,-17%,NS(=O)(=O)c1ccc(NC(=O)CSc2n[nH]c(=O)n2Cc2ccccc2)cc1
20%[57 µM],-1%,7%,-8%,5%,4%,-7%,0,-5%,COc1ccnc2c1c(=O)n(Cc1cccc(Cl)c1)c(=O)n2C
24%,11%[57.1 µM],1%,6%,1%,22%[57.1 µM],2%,6,-17%,Cc1nn(Cc2c(Cl)cccc2Cl)c(C)c1NC(=O)Cn1nc([N+](=O)[O-])c(Cl)c1C
29%,-8%,-5%,25%,0%,-1%,-13%,-1,-16%,N=C1SCC(=O)N1c1ccccc1Cl
63%[activator],12%,-2%,-5%,4%,7%,7%,5,-17%,COC(=O)c1cc(Cl)cc2c(CCO)c[nH]c12
?,-9%,-3%,-12%,-7%,4%,-10%,-1,-11%,CC(=O)Nc1ccc2c(c1)C(=Nc1cccc(C)c1)c1ccccc1-2
-11%,25%[57.1 µM],-3%,3%,?,53%[activator][57.1 µM],6%,-1,10%,COc1ccc(OC)c(C(=O)NC(CC(N)=O)c2ccc(NCc3ccc(F)c(F)c3)c([N+](=O)[O-])c2)c1 (configuration not stated)
40%[activator],1%,-11%,-7%,-3%,26%,15%,-1,-22%,COc1cc2c(cc1OC)C(C)N(C(=O)c1c(C)noc1C)CC2 (configuration not stated)
47%[activator],1%,-3%,4%,0%,4%,-6%,-1,-14%,C=C1C(=O)C=C[C@]2(C)C[C@@H]3OC(=O)[C@](C)(O)[C@H]3C[C@@H]12
-26%,-9%,3%,6%,-2%,-9%,2%,3,-3%,Cc1ccc(CNC(=O)c2sccc2-n2cccc2)cc1
-25%,3%[57.1 µM],-5%,-7%,50%[activator],12%[57.1 µM],5%,5,-19%,COc1ccccc1C1CCN(c2ccc([N+](=O)[O-])c(OC)c2)CC1
7%,4%[57.1 µM],9%,44%[activator],6%,21%[57.1 µM],1%,1,-2%,CC1=CC(C)(C)N2C(=O)C3(NCCc4c3[nH]c3ccccc43)c3cccc1c32 (configuration not stated)
12%,-6%,4%,1%,-4%,1%,0%,0,-18%,COC(=O)N/N=C\c1ccc(OC/C=C/c2ccccc2)cc1
40%[activator],-4%,4%,-5%,3%,?,17%,5,-25%,Cc1cc(NC(=O)/C=C/C(=O)N(CC(=O)NC2CCCC2)c2ccc(F)cc2)no1
32%,8%,-6%,1%,-3%,23%,3%,1,-24%,CCCn1c2ccccc2c2cnn(CC(=O)NC3CCCC(C)C3C)c(=O)c21 (configuration not stated)
23%,-11%,0%,0%,10%,-8%,-3%,2,-4%,COc1ccc(CCN(C)C(=O)C23CC4CC(CC(Cl)(C4)C2)C3)cc1OC
7%,-12%[57.1 µM],-4%,-2%,11%,-8%[57.1 µM],-4%,-3,-12%,Cc1ccc(S(=O)(=O)N2CCCCC2)cc1NC(=O)CNc1ccc(C(F)(F)F)cc1
35%,-6%,5%,6%,4%,-4%,0%,5,-13%,Cc1ccc(S(=O)(=O)Nc2ccsc2C#N)cc1
24%,2%,-4%,-4%,1%,10%,1%,6,-14%,Cc1ccc(C)c(NC(=O)CCc2nnc3ccc(N4CCCCC4)nn23)c1
23%,-6%[57.1 µM],i,-21%,-2%,32%[57.1 µM],5%,2,-14%,Cc1ccc(-n2c(C)nn(CC3CC3)c2=O)cc1
19%,-4%,-1%,-1%,0%,18%,-3%,-2,-4%,Cc1ccc(S(=O)(=O)N2CCN(C(=O)COC(=O)Cc3c(F)cccc3Cl)CC2)c(C)c1
.,.,9%,0%,.,.,-10%,-1,?,COCOCCn1cc(CN2CCS(=O)(=O)N(Cc3ccc(-c4ccncc4)cc3)C(C)C2=O)nn1 (configuration not stated)
27%,-1%,-6%,4%,-1%,-3%,0%,0,-14%,COc1cccc(C(=O)N2CCCC(c3nc(-c4cccs4)no3)C2)c1 (configuration not stated)
41%[activator],-8%,-9%,-4%,-10%,6%[57.1 µM],2%,1,-15%,O=C(NNC(=O)c1csc(-c2cnccc2C(F)(F)F)n1)c1ccc(C(F)(F)F)cc1
26%,-7%,9%,21%,-4%,-11%,-2%,-6,-6%,CCOc1ccc(NC(=O)CSc2nc3[nH]ncc3c(=O)[nH]2)cc1
?,-1%,-2%,-2%,0%,2%,0%,2,-3%,Oc1ccc(N=Nc2cccc(C(F)(F)F)c2)cc1C=Nc1ccc(N2CCOCC2)cc1
106%[activator],2%,3%,0%,2%,20%,-1%,0,-10%,Cc1ccc(-c2noc(CN3CCN(c4ccccc4F)CC3)n2)cc1
19%,0%,-3%,12%,1%,33%,5%,-1,1%,OC(COCc1ccc(Cl)cc1)CN1CCCCC1 (configuration not stated)
30%,-9%,2%,-1%,8%,-16%,4%,-2,-21%,COc1ccccc1OCC(=O)NCC1CCCN(C(=O)c2ccccc2C(C)=O)C1 (configuration not stated)
28%,-20%[57.1 µM],i,19%,8%,-6%[57.1 µM],5%,3,-14%,Cc1cccc(-c2n[nH]c(=S)n2/N=C/c2ccc(C)s2)c1
.,.,-1%,-4%,.,.,-11%,-9,-13%,CCCNC(=O)N(C)C[C@H]1Oc2ncc(Br)cc2C(=O)N([C@H](C)CO)C[C@H]1C
.,.,-4%,20%,.,.,-5%,2,-12%,Cn1c(CCN2CCN(c3ccccn3)CC2)nc2cc(NS(=O)(=O)c3ccc(F)cc3)ccc21
8%,0%,-2%,-9%,10%,-15%,?,-1,-24%,CCOc1ccc(-c2[nH]nc3c2C(c2ccc4c(c2)OCO4)C(C#N)=C(N)O3)cc1OC (configuration not stated)
12%,3%[57.1 µM],7%,1%,-2%,-9%[57.1 µM],-2%,-21,6%,O=C(NCC(=O)N(c1cccc(F)c1)C(C(=O)NC1CCCC1)c1cccnc1)c1ccco1 (configuration not stated)

# Screening results deposited in PubChem BioAssay by National Center for Advancing Translational Sciences (NCATS).

# An excerpt; count on the stated rates, not on these rows.
